DUSP3 inh: blocks human VHR1 dual specificity phosphatase; hit rate 0.52% among 290,000; inhibition, % at 13.3 µM; recombinant VHR phosphatase, pNPP absorbance; in the data active = inhibition above about 50%; also: some compounds called inactive have numbers as strong as hits
Target sequence (P51452 whole entry, looked up): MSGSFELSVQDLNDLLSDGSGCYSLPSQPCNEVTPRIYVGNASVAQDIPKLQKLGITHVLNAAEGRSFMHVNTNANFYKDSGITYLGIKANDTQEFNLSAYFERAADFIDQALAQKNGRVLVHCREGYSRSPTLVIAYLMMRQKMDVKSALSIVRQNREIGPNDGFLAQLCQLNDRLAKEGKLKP
Anthrax LF prot: anthrax lethal factor protease inhibition | P15917 | hit rate 0.12% among 360,000 | AID 588501 | inhibition, % at 10 µM | multiplex microsphere protease cleavage assay, LF; also: plate controls were buffer without enzyme for full effect and enzyme alone for no effect
Target sequence (P15917 whole entry, looked up): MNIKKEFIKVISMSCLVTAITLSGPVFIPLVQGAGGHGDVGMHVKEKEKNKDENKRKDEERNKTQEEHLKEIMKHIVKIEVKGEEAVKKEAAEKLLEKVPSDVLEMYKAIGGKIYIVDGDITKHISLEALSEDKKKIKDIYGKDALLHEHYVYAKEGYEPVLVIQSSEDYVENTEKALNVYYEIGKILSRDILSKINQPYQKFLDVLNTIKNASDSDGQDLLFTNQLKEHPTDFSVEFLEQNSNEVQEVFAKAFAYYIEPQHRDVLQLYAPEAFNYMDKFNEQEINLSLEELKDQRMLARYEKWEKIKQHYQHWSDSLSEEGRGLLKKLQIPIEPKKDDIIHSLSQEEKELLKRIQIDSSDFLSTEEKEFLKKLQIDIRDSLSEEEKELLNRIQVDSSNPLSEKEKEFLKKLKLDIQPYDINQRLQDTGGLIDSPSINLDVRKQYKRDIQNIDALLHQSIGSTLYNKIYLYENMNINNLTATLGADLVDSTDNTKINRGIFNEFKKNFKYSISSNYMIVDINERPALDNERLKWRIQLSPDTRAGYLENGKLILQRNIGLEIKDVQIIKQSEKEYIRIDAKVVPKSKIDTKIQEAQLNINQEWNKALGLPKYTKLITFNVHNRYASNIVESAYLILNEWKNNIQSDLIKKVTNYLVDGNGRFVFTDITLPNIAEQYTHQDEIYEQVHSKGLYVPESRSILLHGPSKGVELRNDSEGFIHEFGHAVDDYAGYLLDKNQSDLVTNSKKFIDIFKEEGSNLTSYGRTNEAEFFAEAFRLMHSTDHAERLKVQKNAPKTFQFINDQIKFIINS
PfHsp40 yeast: rescue of PfHsp40-mediated yeast toxicity | S. cerevisiae expressing PfHsp40, growth rescue, ATP luminescence | growth rescue, % at 12.5 µM | hit rate 0.68% among 340,000; in the data active = growth rescue above about 28%, passing the limit was not always enough;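 also: yeast W303a lacking pdr1 and pdr3 grown in galactose medium; growth measured after three days at 30 °C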
BoNT-A LC inh2: blocks Botulinum neurotoxin A light chain protease. AID 588499. inhibition, % at 10 µM. multiplex microsphere protease substrate cleavage, flow cytometry. hit rate 0.17% among 360,000; also: plate controls were buffer without enzyme for full effect and enzyme alone for no effect
Y pestis TopoI: inhibitors of Yersinia pestis topoisomerase I; Y. pestis Topo-I cleavage product accumulation, plate reader; activity, % at 10 µM; hit rate 0.064% among 360,000; in the data active = activity above about 50%, passing the limit was not always enough; also: inactives centre near 2
CCHFV vOTU inh: CCHFV vOTU protease inhibition. Pep-AMC fluorescence. inhibition, % at 11.5 µM. hit rate 0.55% among 370,000. AID 651958; in the data active = inhibition above about 30%; also: 0% = vehicle wells with enzyme and 100% = no enzyme wells
Vc quorum ag: induces V. cholerae light production without autoinducers; hit rate 0.16% among 350,000; V. cholerae BH1578 lux reporter, luminescence, 6 h; activation, % at 18.7 µM; in the data active = activation mostly above about 9.7%, no sharp cut-off; also: not every result past the cut was called active; inactives centre near 0; reference of the scale not given here
TcdB GH inh: TcdB glycohydrolase inhibition. P18177. hit rate 0.24% among 350,000. TcdB glycohydrolase enzymatic assay, plate reader. inhibition, % at 9.99 µM; in the data active = inhibition above about 10%
SARS 3CLpro inh: SARS-CoV 3CLpro protease inhibition | P0C6X7 | recombinant SARS-CoV 3CLpro, quenched FRET peptide cleavage | inhibition, % at 6 µM | hit rate 0.14% among 290,000 | AID 1706; in the data active = inhibition above about 12%
SSB-PriA inh: inhibitors of Klebsiella pneumoniae PriA binding to SSB C-terminal tail; hit rate 0.6% among 430,000; AlphaScreen SSBct-PriA binding, biotinylated peptide; AID 1272365; inhibition, % at 33 µM; in the data active = inhibition mostly above about 37%, no sharp cut-off; inactive = mostly below about 20%;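 also: plate controls were negative control peptide for no effect and reference peptide for full effect; strong numbers were not always called active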
Starred values were filed as active, the others as inactive; i = inactive; · = no result given; & = joins results of further samples. Rule as the data show it, unless noted: active = inhibition above about 30%; inconclusive = no clear call, values can overlap the other calls; inactive = below that. Not all compounds are listed (hit frequency here may not be typical).

Every second line gives: DUSP3 inh	Anthrax LF prot	PfHsp40 yeast	BoNT-A LC inh2	Y pestis TopoI	CCHFV vOTU inh	Vc quorum ag	TcdB GH inh	SARS 3CLpro inh	SSB-PriA inh
1. Cc1c(Cc2ccc3c(c2)OCO3)sc(NC(=O)C2CC2)c1C(N)=O
 : 10	-1	3.4	0.5	1	2	-0.4	1.1	5	3
2. COc1cc(CNC(=O)Nc2cccn3nc(COCCO)nc23)cc(OC)c1OC
 : ·	-3	·	0.3	-8	-4	i	1.3	·	·
3. Cc1ccc(/C=C/C(=O)O)cc1S(=O)(=O)NCCO
 : -7	-1	-1.7	0.3	-2	2	i	·	1	-14&-9
4. CCOC(=O)c1c(NC(=O)CSc2ncn[nH]2)sc(C(=O)NC)c1C
 : 23	4	-2.7	0.9	3	5	5.3	1.2	4	-4
5. CCOc1ccccc1N1C(=O)CC(Nc2ccc(N3CCOCC3)cc2)C1=O (stereo unspecified)
 : 15	-4	-0.8	2.7	-5	-7	i	0.0	1	13
6. CC1=C2C3OC(=O)C(C)C3CCC2(C)C=C(Cl)C1=O (stereo unspecified)
 : ·	-2	·	0.3	5	9	-0.5	3.0	·	·
7. CCCn1c(C(O)c2cc(OC)ccc2OC)nc2ccccc21 (stereo unspecified)
 : 6	3	1.8	0.6	-5	6	i	·	-3	4
8. O=C(O)c1cc(S(=O)(=O)N2CC3CC3C2C(=O)O)c(Cl)cc1Cl (stereo unspecified)
 : 5	-2	-0.6	-0.6	4	-10	0.6	2.8	-2	-2
9. O=C(NCN1C(=O)C2C3C=CC(C3)C2C1=O)Nc1cccnc1 (stereo unspecified)
 : 20	2	-0.6	-0.3	-2	-3	·	·	3	-22
10. CCOc1cc(/C=N/NC(N)=O)cc(Br)c1OCC(=O)Nc1cccc2ccccc12
 : 12	-1	0.6	-0.7	-2	4	0.9	·	7	·
11. CN(c1cccc(NC(=O)Nc2cccc(Cl)c2)c1)S(C)(=O)=O
 : 8	5	-0.8	0.0	-7	3	i	·	4	-1
12. O=C(NCCc1c[nH]c2ccccc12)c1ccco1
 : 5	-8	0.0	-0.6	-5	8	0.6	1.7	-2	4
13. Cc1cccc(NC(=O)c2ccc(-n3cncn3)c([N+](=O)[O-])c2)c1
 : ·	0	-0.5	2.5	-14	-6	1.2	1.3	·	5
14. O=C(COc1coc(CN2CCN(c3ccccc3)CC2)cc1=O)Nc1cccc(F)c1
 : ·	4	0.9	-0.3	-5	-2	i	-0.3	·	-4
15. Cc1noc(C)c1C1(O)CCCCCCCCCCC1
 : -15	0	1.8	-0.5	22	-2	-0.4	1.9	0	0

More results
Every second line gives: DUSP3 inh	Anthrax LF prot	PfHsp40 yeast	BoNT-A LC inh2	Y pestis TopoI	CCHFV vOTU inh	Vc quorum ag	TcdB GH inh	SARS 3CLpro inh	SSB-PriA inh
16. C=C1c2c(Cl)ccc(O)c2C(O)=C2C(=O)[C@]3(O)C(O)=C(C(N)=O)C(=O)[C@@H](N(C)C)[C@@H]3[C@@H](O)C12 (stereo partly specified)
 : ·	-5	1.4	-2.6	-16	12	0.1	3.9	·	9
17. O=C(NCCN1CCOCC1)NC1(C(F)(F)F)Oc2ccc(Cl)cc2O1 (stereo unspecified)
 : 5	0	-1.2	-0.5	-5	0	-0.4	·	-4	-12
18. CCN(C(=O)c1c(N)cnn1C)c1ccccc1
 : 16	2	-1.0	-0.7	6	-9	-0.7	0.1	-3	-8
19. O=C(Nc1ccc(-c2noc(CCc3ccccc3)n2)cc1)c1cccnc1
 : -19	-1	0.8	0.0	4	7	15	·	-2	-4
20. O=C(CCCCn1c(=O)c2ccccc2n(Cc2ccc(F)cc2)c1=O)NCc1ccco1
 : -8	-3	0.9	-1.1	4	10	-0.4	·	-1	-8
21. COc1ccccc1/C=C/C(=O)N1CCCC1
 : -1	-1	0.1	-0.1	2	2	-0.2	0.7	2	-4
22. CSc1ccc(Cl)c(C(=O)Nc2ccc(OCC(N)=O)cc2)c1
 : 14	-1	-1.5	0.2	-7	-5	-5.6	·	5	-5
23. Cc1[nH]n(-c2ccccc2)c(=O)c1C=Nc1cccc(F)c1
 : 5	-6	-0.4	-0.8	6	-1	i	0.8	5	8
24. CCCc1cc(=O)n2nc(N3CCC(C(=O)NCc4ccco4)CC3)sc2n1
 : 11	-2	-0.8	0.3	3	2	-0.3	0.7	-3	-2
25. COc1ccc(C/C(C)=N/NC(=O)c2ccc(C)cc2C)cc1
 : 5	0	-0.5	0.1	-6	-10	i	0.0	-5	·
26. Nc1cc2c(cc1O)CCCC2
 : 0	-2	-1.4	1.1	-5	-7	-0.2	0.5	0	-7
27. Cc1ccc(C)c2[nH]c(=O)c(CCNC(=O)c3ccc(S(=O)(=O)N4CCOCC4)cc3)cc12
 : -2	7	-0.2	0.1	23	-1	0.3	1.1	-2	3
28. Cc1ccsc1/C=C(\CC(=O)O)c1nc2ccccc2o1
 : 5	2	0.5	-3.2	12	16	-0.2	1.3	-1	-6
29. CC1(c2ccccc2)NC(=O)N(CC(=O)N2CCN(S(=O)(=O)c3cccc([N+](=O)[O-])c3)CC2)C1=O (stereo unspecified)
 : ·	0	0.4	-1.8	4	-17	i	1.5	·	3
30. COc1ccc(S(=O)(=O)N2CCN(C(=O)c3ccco3)CC2)cc1OC
 : 37	-1	1.5	-0.7	3	0	-0.5	·	0	-12

Further entries.
Every second line gives: DUSP3 inh	Anthrax LF prot	PfHsp40 yeast	BoNT-A LC inh2	Y pestis TopoI	CCHFV vOTU inh	Vc quorum ag	TcdB GH inh	SARS 3CLpro inh	SSB-PriA inh
31. C[C@@H]1CN([C@H](C)CO)C(=O)CCCn2cc(nn2)CO[C@H]1CN(C)C(=O)c1ccc2ccn(C)c2c1
 : ·	-6	·	-0.5	·	1	·	0.3&-0.8	·	·
32. COc1ccccc1N1CCN(S(C)(=O)=O)CC1
 : 15	-2	-1.4	-0.2	9	23	i	0.2	4	-12
33. OCCC1CN(Cc2cccn2-c2nccs2)CCN1Cc1ccc(F)c(F)c1 (stereo unspecified)
 : 7	0	0.2	-0.6	1	-10	-0.4	0.3	2	9
34. N#CCCCc1cn(-c2nc3ccccc3s2)nn1
 : ·	-1	·	0.0	·	-4	·	2.9	·	·
35. COc1ccccc1-c1cnc(C(O)c2cc(C)c(OC)c(C)c2)[nH]1 (stereo unspecified)
 : ·	-4	·	0.3	0	8	-0.9	1.0	·	·
36. CCOC(=O)c1oc2cccc(OC(C)=O)c2c1C
 : -7	4	0.5	-0.2	-6	0	·	·	2	-28
37. O=C(COC(=O)/C=C/c1cccc(Cl)c1)NCCc1ccccc1
 : -7	1	1.3	0.6	34	5	-0.1	0.9	-3	8
38. O=C(CSc1nnc(NC(=O)C2CC(=O)N(c3ccccc3)C2)s1)NC1CCCC1 (stereo unspecified)
 : 15	4	0.7	1.2	-8	-7	0.8	2.4	-2	-3
39. CCCOc1ccc(OC(=O)Cc2ccc(OC)c(S(=O)(=O)N3CCOCC3)c2)cc1
 : ·	-3	·	1.6	16	1	i	0.1	·	-4
40. c1ccc(SSc2ccccc2)cc1
 : 5	-14	-1.1	-1.0	-5	12	-0.2	-0.4	-2	-8
41. O=C(NCC1=C(c2ccc3ccccc3c2)C[C@@H]2CC[C@H]1N2Cc1ccco1)c1cccs1
 : ·	-7	·	-0.3	-1	-1	i	0.6	·	·
42. COC(=O)Cn1cnc2c(cnn2-c2ccccc2)c1=O
 : 24	-10	-1.3	-0.8	0	16	-0.5	1.7	2	-9
43. CC(=O)NC(c1ccccc1)c1nc(-c2cccc(C(C)C)c2)cs1 (stereo unspecified)
 : ·	-6	·	0.0	28	-1	-0.2	1.6	·	·
44. COc1ccc(C(C)(O)c2nc(-c3ccc4ccccc4c3)cs2)cc1 (stereo unspecified)
 : ·	-5	·	-0.1	-4	11	i	0.0	·	·
45. COc1cc(CCC(N)c2cccc(O)c2)cc(OC)c1OC (stereo unspecified)
 : ·	2	-1.3	0.6	-8	7	·	0.3	·	-15
46. CC(=O)Nc1ccc(S(=O)(=O)Oc2ccc(/C=C3\SC(N)=NC3=O)cc2)cc1
 : -3	0	-2.3	-0.8	10	-1	-0.4	2.5	-3	·
47. CCN(CC)c1ccc(/C=C/C(=O)c2cccnc2)cc1
 : 14	-2	-1.0	-0.6	6	9	i	0.2	2	6
48. COC(=O)c1ccccc1NC(=O)CN1CCN(C(=O)c2ccco2)CC1
 : 10	0	-0.9	-1.0	14	6	-0.3	·	-4	-19

Some of the entries so far, with bars between the fields:
No. | Structure | DUSP3 inh | Anthrax LF prot | PfHsp40 yeast | BoNT-A LC inh2 | Y pestis TopoI | CCHFV vOTU inh | Vc quorum ag | TcdB GH inh | SARS 3CLpro inh | SSB-PriA inh
29 | CC1(c2ccccc2)NC(=O)N(CC(=O)N2CCN(S(=O)(=O)c3cccc([N+](=O)[O-])c3)CC2)C1=O (stereo unspecified) | · | 0 | 0.4 | -1.8 | 4 | -17 | i | 1.5 | · | 3
30 | COc1ccc(S(=O)(=O)N2CCN(C(=O)c3ccco3)CC2)cc1OC | 37 | -1 | 1.5 | -0.7 | 3 | 0 | -0.5 | · | 0 | -12
31 | C[C@@H]1CN([C@H](C)CO)C(=O)CCCn2cc(nn2)CO[C@H]1CN(C)C(=O)c1ccc2ccn(C)c2c1 | · | -6 | · | -0.5 | · | 1 | · | 0.3&-0.8 | · | ·
32 | COc1ccccc1N1CCN(S(C)(=O)=O)CC1 | 15 | -2 | -1.4 | -0.2 | 9 | 23 | i | 0.2 | 4 | -12
33 | OCCC1CN(Cc2cccn2-c2nccs2)CCN1Cc1ccc(F)c(F)c1 (stereo unspecified) | 7 | 0 | 0.2 | -0.6 | 1 | -10 | -0.4 | 0.3 | 2 | 9
34 | N#CCCCc1cn(-c2nc3ccccc3s2)nn1 | · | -1 | · | 0.0 | · | -4 | · | 2.9 | · | ·
35 | COc1ccccc1-c1cnc(C(O)c2cc(C)c(OC)c(C)c2)[nH]1 (stereo unspecified) | · | -4 | · | 0.3 | 0 | 8 | -0.9 | 1.0 | · | ·
36 | CCOC(=O)c1oc2cccc(OC(C)=O)c2c1C | -7 | 4 | 0.5 | -0.2 | -6 | 0 | · | · | 2 | -28
37 | O=C(COC(=O)/C=C/c1cccc(Cl)c1)NCCc1ccccc1 | -7 | 1 | 1.3 | 0.6 | 34 | 5 | -0.1 | 0.9 | -3 | 8
38 | O=C(CSc1nnc(NC(=O)C2CC(=O)N(c3ccccc3)C2)s1)NC1CCCC1 (stereo unspecified) | 15 | 4 | 0.7 | 1.2 | -8 | -7 | 0.8 | 2.4 | -2 | -3
39 | CCCOc1ccc(OC(=O)Cc2ccc(OC)c(S(=O)(=O)N3CCOCC3)c2)cc1 | · | -3 | · | 1.6 | 16 | 1 | i | 0.1 | · | -4
40 | c1ccc(SSc2ccccc2)cc1 | 5 | -14 | -1.1 | -1.0 | -5 | 12 | -0.2 | -0.4 | -2 | -8
41 | O=C(NCC1=C(c2ccc3ccccc3c2)C[C@@H]2CC[C@H]1N2Cc1ccco1)c1cccs1 | · | -7 | · | -0.3 | -1 | -1 | i | 0.6 | · | ·
42 | COC(=O)Cn1cnc2c(cnn2-c2ccccc2)c1=O | 24 | -10 | -1.3 | -0.8 | 0 | 16 | -0.5 | 1.7 | 2 | -9
43 | CC(=O)NC(c1ccccc1)c1nc(-c2cccc(C(C)C)c2)cs1 (stereo unspecified) | · | -6 | · | 0.0 | 28 | -1 | -0.2 | 1.6 | · | ·
44 | COc1ccc(C(C)(O)c2nc(-c3ccc4ccccc4c3)cs2)cc1 (stereo unspecified) | · | -5 | · | -0.1 | -4 | 11 | i | 0.0 | · | ·
45 | COc1cc(CCC(N)c2cccc(O)c2)cc(OC)c1OC (stereo unspecified) | · | 2 | -1.3 | 0.6 | -8 | 7 | · | 0.3 | · | -15
